M1 antag = antagonists of human M1 muscarinic receptor | P11229 | CHO-K1 hM1, Fluo-8 calcium fluorescence, ACh EC80 antagonist | inhibition, % at 3 µM | actives 1.3% (n = 360,000) | AID 588852;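 active = percent inhibition above its own plate's cutoff, namely the mean of that plate's compound wells plus 3 SD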;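 note: peak over basal fluorescence ratio during 140 s after agonist addition; 0% = ACh EC80 plus DMSO and 100% = DMSO alone without agonist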
Target sequence (P11229 whole entry, looked up): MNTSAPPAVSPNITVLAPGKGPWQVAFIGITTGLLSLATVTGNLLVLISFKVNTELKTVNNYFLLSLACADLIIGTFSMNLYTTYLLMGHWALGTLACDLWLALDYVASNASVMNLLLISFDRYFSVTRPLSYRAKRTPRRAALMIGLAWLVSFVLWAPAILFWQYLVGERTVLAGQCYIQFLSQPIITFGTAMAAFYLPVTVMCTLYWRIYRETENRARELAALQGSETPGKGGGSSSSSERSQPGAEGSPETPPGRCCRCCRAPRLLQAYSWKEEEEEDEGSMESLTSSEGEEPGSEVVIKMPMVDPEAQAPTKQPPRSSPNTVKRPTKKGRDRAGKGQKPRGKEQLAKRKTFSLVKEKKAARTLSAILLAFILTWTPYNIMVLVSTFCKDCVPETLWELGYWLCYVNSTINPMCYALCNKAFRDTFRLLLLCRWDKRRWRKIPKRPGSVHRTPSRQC
M5 antag = CHRM5 antagonism in calcium assay; actives 0.59% (n = 360,000); CHO-hM5 cells, Fluo-8 calcium fluorescence, ACh EC80; inhibition, % at 3 µM; AID 624040;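 active = inhibition above a per-plate cutoff, the mean of that plate's test compounds plus 3 SD, cut at about 27% in these data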;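 note: 0% = acetylcholine EC80 with DMSO and 100% = DMSO without agonist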
Target sequence (P08912 whole entry, looked up): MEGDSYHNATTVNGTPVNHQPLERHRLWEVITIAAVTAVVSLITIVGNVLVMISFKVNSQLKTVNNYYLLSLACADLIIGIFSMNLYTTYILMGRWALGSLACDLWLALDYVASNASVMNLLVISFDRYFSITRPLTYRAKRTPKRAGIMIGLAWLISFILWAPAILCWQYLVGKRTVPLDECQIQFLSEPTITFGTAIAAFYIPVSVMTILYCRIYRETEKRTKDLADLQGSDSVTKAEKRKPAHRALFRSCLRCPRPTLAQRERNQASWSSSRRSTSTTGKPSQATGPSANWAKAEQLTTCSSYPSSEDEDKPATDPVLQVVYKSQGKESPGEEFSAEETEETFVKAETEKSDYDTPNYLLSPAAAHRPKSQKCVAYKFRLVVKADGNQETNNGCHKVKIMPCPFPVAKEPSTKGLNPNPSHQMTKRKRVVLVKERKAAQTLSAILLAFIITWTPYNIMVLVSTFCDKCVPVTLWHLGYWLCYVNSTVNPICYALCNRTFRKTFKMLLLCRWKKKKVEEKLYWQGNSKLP
CHRM4 antagonist = blocks acetylcholine activation of human M4 receptor; AID 624125; P08173; actives 0.73% (n = 360,000); inhibition, % at 3 µM; CHO-hM4 cells, ACh EC80, Fluo-8 calcium fluorescence;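 active = inhibition above its plate's cutoff, the mean inhibition of sample wells plus 3 SD, cut at about 27% in these data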;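 note: 0% = acetylcholine EC80 with DMSO and 100% = DMSO without agonist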
M5 ag = agonists of human muscarinic M5 receptor (CHRM5); CHO-K1 hM5 cells, Fluo-8 calcium fluorescence; 0% DMSO wells, 100% maximal acetylcholine response; activation, % at 3 µM; P08912; actives 0.19% (n = 360,000);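 active = activation above the run's mean over test compounds plus 3 SD, cut at about 23% in these data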;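 note: signal is peak over basal fluorescence ratio across the kinetic read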
M1 PAM = positive allosteric modulators of human M1 muscarinic receptor; CHO-K1 hM1, Fluo-8 calcium fluorescence, ACh EC20; 0% = ACh EC20, 100% = maximal ACh; activation, % at 3 µM; actives 0.088% (n = 360,000); AID 588819; in the data active = activation above about 19%, passing the limit was not always enough
M5 PAM = potentiates acetylcholine response at human M5 receptor. CHO-K1 hM5, Fluo-8 calcium, ACh EC20 PAM; 0% = ACh EC20, 100% = ACh EC100. activation, % at 3 µM. actives 0.3% (n = 360,000). AID 624038;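 active = activation above the run cutoff, the mean activation of all test compounds plus 3 SD, cut at about 18% in these data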
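System – CHO-K1 hM5 cells · Compound – 3 µM, single dose · Incubation – compound preincubation 140 s before EC20 acetylcholine addition · Technique – Fluo-8 calcium fluorescence · Measure – Max/basal fluorescence ratio as % of EC20–EC100 ACh window · Benchmarks – low control EC20 acetylcholine (0%), high control EC100 acetylcholine (100%) · Replication – singlicate, one well per test compound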
M4 ag = agonists of human muscarinic M4 receptor (CHRM4) | activation, % at 3 µM | CHO-K1 hM4/Gqi5, Fluo-8 calcium fluorescence; vehicle 0%, full acetylcholine response 100% | AID 624127 | actives 0.14% (n = 360,000);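 active = activation above the run mean over all test wells plus 3 SD, cut at about 32% in these data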;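 note: peak over basal fluorescence ratio per well then scaled between controls; 0% = DMSO wells and 100% = acetylcholine at EC100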
CRFBP-R2 agonist = agonists of human CRF-binding protein/CRF-R2 receptor complex; HEK293 CRF-R2/CRF-BP, calcium dye fluorescence (FLIPR); percent of saturating CRF peptide response; activation, % at 13.2 µM; actives 0.46% (n = 350,000);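 active = activation of at least 50%, plus an integration ratio under a set limit after plate pattern correction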;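 note: plate controls were neutral control wells without compound for no effect and CRF at EC100 for full effect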
M4 PAM = potentiates acetylcholine response at human M4 receptor. P08173. CHO-K1 hM4/Gqi5, Fluo-8 calcium fluorescence, ACh EC20; 0% = ACh EC20, 100% = maximal ACh. activation, % at 3 µM. actives 0.4% (n = 360,000);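 active = activation above its plate's cutoff, the mean activation of sample wells plus 3 SD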; note: some results filed as inactive read as strong as hits
* hit, by the source's call; . = not tested or not shown.

#	M5 PAM	M4 PAM	M1 antag	M1 PAM	M4 ag	CRFBP-R2 agonist	M5 antag	CHRM4 antagonist	M5 ag	Structure
1	7	-6	21	-9	3	6.9	-1	8	-5	CN(C)S(=O)(=O)c1ccc(NC(=O)CN2CCCc3ccccc32)cc1
2	8	6	-5	8	1	-0.9	-3	-4	0	O=C(COC(=O)C1CC1)NC(=O)NCc1ccccc1
3	1	-7	-16	13	4	-4.9	0	-6	-7	O=C(c1c[nH]c2ccccc12)C(F)(F)F
4	-5	-9	-3	-3	1	1.3	3	5	1	O=C(CCCN1C(=O)c2ccccc2C1=O)NCCN1C(=O)S/C(=C\c2cccs2)C1=O
5	-13	-8	-6	-2	4	0.2	0	2	8	COc1ccc(CN(C)C(=O)c2ccc(NS(=O)(=O)c3ccccc3)cc2)c(OC)c1
6	-8	-8	-2	-3	10	-1.9	8	1	2	Cc1c(C(=O)N2CCC(C)CC2)oc2ccc(S(=O)(=O)N3CCC4(CC3)OCCO4)cc12
7	-3	3	-36	12	6	-0.9	-4	-9	-1	O=C(Nc1ccc(Br)cc1)C1CCC(=O)N1Cc1ccccc1Cl (centres undefined)
8	-6	-8	11	-10	12	274*	4	12	8	Brc1ccc(C2=CC(c3ccco3)n3ncnc3N2)cc1 (centres undefined)
9	-5	-2	0	-1	1	-0.5	-3	-2	-3	CCN(CC)S(=O)(=O)c1ccc(O)c(NC(=O)CN2CCc3ccccc3C2)c1
10	-9	2	-16	9	1	1.3	7	4	-3	Cc1cc(S(=O)(=O)N2CC(=O)N(CCc3ccccc3)C(=O)C2)ccc1F
11	1	-2	8	-9	2	1.5	-3	-9	-2	Cc1ccc(S(=O)(=O)N(C)C[C@H]2Oc3ncc(Br)cc3C(=O)N([C@H](C)CO)C[C@@H]2C)cc1
12	1	2	-2	3	1	-1.9	4	7	0	Fc1cccc(NC(=S)NCc2cccnc2)c1
13	0	1	-13	5	-1	.	1	-24	2	CCCCNC(=O)C1(C)CCCCN1C(=O)c1ccc2c(c1)C(C)(C)CCC2(C)C (centres undefined)
14	-5	0	-12	2	0	4.6	0	-8	-3	COc1ccc(-c2c(C)nc(N)nc2-c2ccc(OCc3ccc(C)cc3)cc2O)cc1OC
15	-4	2	-6	4	8	0.5	4	-7	-2	CCOc1ccc(NC(=O)CN(C)C(=O)CCCOc2ccc(Br)cc2)cc1OCC
16	-3	0	-10	5	2	14	9	3	6	CN1C[C@@H]2[C@@H]3C(=O)N(Cc4ccccc4)C(=O)[C@@H]3[C@](Cc3ccccc3)(C1=O)N2C(=O)c1ccc(Cl)c(Cl)c1
17	-6	9	11	3	1	0.5	-4	-11	-4	COC(=O)c1c(NC(=O)CCCC(=O)O)sc2c1CCCCC2
18	-8	-6	-2	2	2	-2.7	6	-1	-1	N#Cc1nc(-c2ccc(F)cc2)oc1NCc1cccc2c1OCO2
19	10	11	-4	1	1	2.9	-10	-17	-2	O=C(O)c1cccnc1SCC(=O)N1CCCCCC1
20	2	3	-36	6	1	.	-4	-13	1	CCOC(=O)[C@@H](NC(=O)/C=C/[C@H]1O[C@@H](n2cc(C)c(=O)[nH]c2=O)C[C@@H]1O)C(C)C
21	-4	0	-5	5	0	-1.3	1	3	-1	Cc1ccc(C)c(NC(=O)COC(=O)COc2cccc3c2OC(C)(C)C3)c1
22	-1	-3	1	1	-1	5.6	0	7	1	CCOC(=O)CNc1ncnc2nc[nH]c12
23	6	10	1	-6	1	-0.5	-9	-2	-3	N#CC1=C(N)Oc2cc(N)ccc2C1c1cccnc1 (centres undefined)
24	7	0	-14	3	0	-1.3	-5	4	-2	Nc1ccc(-c2cc3ccccc3oc2=O)cc1
25	12	9	-7	20	0	-0.4	-15	0	4	O=C(NCc1ccco1)C(=O)NCC1OCCN1C(=O)c1ccc(Cl)cc1 (centres undefined)

Shown as a hit in CRFBP-R2 agonist, of those listed so far:
#	M5 PAM	M4 PAM	M1 antag	M1 PAM	M4 ag	CRFBP-R2 agonist	M5 antag	CHRM4 antagonist	M5 ag	Structure
8	-6	-8	11	-10	12	274*	4	12	8	Brc1ccc(C2=CC(c3ccco3)n3ncnc3N2)cc1 (centres undefined)

More structures follow.
#	M5 PAM	M4 PAM	M1 antag	M1 PAM	M4 ag	CRFBP-R2 agonist	M5 antag	CHRM4 antagonist	M5 ag	Structure
26	-5	-19	-4	-6	-2	0.8	-4	-10	-9	CC1(C)C2CCC1(C)C(OC(=O)CNc1ccccc1)C2 (centres undefined)
27	-7	-3	-6	8	2	-0.2	11	-6	0	O=C(COC(=O)/C=C/c1cccs1)Nc1nc(-c2ccccc2)cs1
28	-8	4	-10	3	0	-1.4	14	-8	-2	COc1cc(/C=N/n2cnnc2-n2nc(C)cc2C)cc([N+](=O)[O-])c1O
29	-8	-6	-8	4	2	-0.9	4	-7	-7	COc1ccc(N(CCC#N)C(=O)/C(C#N)=C\c2cccs2)cc1
30	-3	-8	65*	-19	2	.	3	9	-2	CCNC(=O)C1CCCN(Cc2ccc(C(=O)OCC)cc2)CC1 (centres undefined)
31	-1	2	-2	5	1	6.3	-10	-9	-7	CC1CC(C)CN(C(=O)Nc2ccc(Br)cc2)C1 (centres undefined)
32	-1	1	-4	7	1	-0.3	4	0	0	COc1cc(SSc2cc(OC)cc([N+](=O)[O-])c2N)c(N)c([N+](=O)[O-])c1
33	-5	7	-4	0	3	0.8	-9	-9	-8	O=C(c1ccc(Br)o1)N1CCN(c2ncccn2)CC1
34	-5	-1	-3	3	1	-0.2	6	9	1	CC(C)(C)NC(=O)c1cccc(NC(=O)CSc2ccccc2)c1
35	-7	-3	-10	-3	9	-1.4	5	-2	-1	CCOc1cc(C(=O)Nc2ccc3c(c2)OCO3)ccc1OC(F)F
36	-2	-3	-7	6	1	-1.5	12	-3	-1	Cc1ccccc1-c1nc(SCc2ccccn2)c2c(=O)n(C)c(=O)n(C)c2n1
37	2	2	1	0	1	5.8	1	3	2	COCCNC(=O)/C(C#N)=C1\N=C(N)c2ccccc21
38	1	10	-4	6	1	-1.5	3	0	-9	Cc1ccccc1NC(=O)Cn1cnc2c(oc3ccccc32)c1=O
39	-1	-3	-4	7	1	0.1	3	4	0	CCOC(=O)N1CCN(Cc2nc3c(c(=O)n(C)c(=O)n3C)n2Cc2cccc3ccccc23)CC1
40	-4	-11	23	-13	5	-1.0	8	16	-5	CNS(=O)(=O)c1cccc(C(=O)OCC(=O)c2c(N)n(Cc3ccccc3)c(=O)n(C)c2=O)c1
41	-1	5	9	2	0	0.7	4	0	4	CSCCC(NC(=O)c1cccc(S(=O)(=O)N2CCN(C(C)=O)CC2)c1)c1nc2ccccc2[nH]1 (centres undefined)
42	-3	1	-5	0	0	-0.9	3	-2	1	CCOc1ccc2nc(NC(=O)C3CCCN(S(=O)(=O)c4c(C)noc4C)C3)sc2c1 (centres undefined)
43	-28	-11	-8	1	5	-0.2	1	-3	-12	O=C(c1ccc(COc2c(F)c(F)c(F)c(F)c2F)o1)N1CCN(Cc2ccc3c(c2)OCO3)CC1
44	-1	-5	-8	9	0	-0.1	-1	1	-2	O=C(c1ccccc1)N1CCCC(C(=O)N2CCCCCC2)C1 (centres undefined)
45	16	4	-18	4	3	-3.7	-16	-15	-8	O=C(Nc1ccc2c(c1)OCO2)c1cccc2c1C(=O)N(Cc1cccnc1)C2
46	1	-1	-2	8	1	-0.7	3	-2	-3	COc1ccc(C(=O)OCC(=O)NC2CCCC2)cc1OC
47	-1	2	-1	1	1	1.7	-1	1	-1	CCN1CCCC1CN(Cc1cc2cc(C)ccc2[nH]c1=O)C(=O)Nc1ccccc1OC (centres undefined)
48	-7	-10	11	-12	33*	-0.8	0	1	36*	CCC(=O)c1ccc(OC(=O)c2ccc(Br)o2)cc1
49	-5	-11	3	-3	3	-2.5	10	3	-1	CSc1ncc(C(=O)Nc2ccc(C(C)=O)cc2)c(C)n1
50	-5	1	4	-7	-1	2.6	-3	-2	-3	Cc1c(NC(=O)C(C#N)=C2CCCCC2)c(=O)n(-c2ccccc2)n1C
51	-4	-2	-30	3	11	.	7	-8	7	CC(c1nc2ccccc2[nH]1)N(C(=O)Cc1csc2ccccc12)c1cccnc1 (centres undefined)
52	-5	2	5	-6	9	-0.3	8	14	0	Cc1cccc(-c2ccc(NC(=O)C3CCN(CC4CC4)CC3)cc2)c1
53	5	-5	-10	7	1	1.5	-3	0	-3	N#CCCN(Cc1cccnc1)C(=S)NCc1ccco1
54	1	-3	-13	10	2	4.4	-1	1	0	CCCS(=O)(=O)N1CCN(S(=O)(=O)c2ccccc2)CC1
55	-13	-9	7	-8	8	-1.1	7	5	2	O=C(Cn1cnc2ccccc2c1=O)OCCCCN1C(=O)c2ccccc2C1=O
56	0	8	-15	14	1	-0.5	3	-3	3	O=C(CN1C(=O)NC2(CCCc3ccccc32)C1=O)NCc1cccs1 (centres undefined)
57	-2	-2	7	4	9	-1.4	7	-10	-2	COc1ccc(CN(C)CC(=O)Nc2c(C)cccc2C)c(OC)c1
58	-2	9	-11	9	1	.	2	-8	0	CCCS(=O)(=O)NC(=O)C1(C)CCN(C(=O)c2ccccc2OC(F)(F)F)C1 (centres undefined)
59	-6	10	-12	4	1	1.3	5	-10	-4	COc1ccc(/C=N/NC(=O)Cn2nc(C)c([N+](=O)[O-])c2C)cc1
60	-4	-10	-9	3	0	-1.9	1	4	-1	CCOC(=O)c1c(C)n(C)c2cc(Br)c(O)c(O)c12
61	12	6	-5	7	1	3.9	-5	-7	-4	O=C(Nc1ccccc1)NC1(C(=O)N2CCN(C(=O)c3ccco3)CC2)CCCCC1
62	0	3	-6	8	2	0.7	8	5	2	CCC(C(=O)N(C(C)C)C(C)C)c1ccccc1 (centres undefined)
63	-6	-10	-22	8	4	-0.6	8	-7	-2	Cc1ccc(-n2nc3c(=O)n(CCCC(=O)NCc4ccc(F)cc4)nc(C)c3c2C)cc1
64	-3	5	5	4	0	0.1	9	9	-2	C=CCOc1ccc(/C=N/O)cc1Cl
65	-2	4	-9	11	2	-0.2	8	-9	0	O=C(Nc1ccc(-c2n[nH]c(=S)o2)cc1)c1ccccc1

An excerpt from above in order of SMILES length, high to low:
#	M5 PAM	M4 PAM	M1 antag	M1 PAM	M4 ag	CRFBP-R2 agonist	M5 antag	CHRM4 antagonist	M5 ag	Structure
58	-2	9	-11	9	1	.	2	-8	0	CCCS(=O)(=O)NC(=O)C1(C)CCN(C(=O)c2ccccc2OC(F)(F)F)C1 (centres undefined)
51	-4	-2	-30	3	11	.	7	-8	7	CC(c1nc2ccccc2[nH]1)N(C(=O)Cc1csc2ccccc12)c1cccnc1 (centres undefined)
59	-6	10	-12	4	1	1.3	5	-10	-4	COc1ccc(/C=N/NC(=O)Cn2nc(C)c([N+](=O)[O-])c2C)cc1
55	-13	-9	7	-8	8	-1.1	7	5	2	O=C(Cn1cnc2ccccc2c1=O)OCCCCN1C(=O)c2ccccc2C1=O
56	0	8	-15	14	1	-0.5	3	-3	3	O=C(CN1C(=O)NC2(CCCc3ccccc32)C1=O)NCc1cccs1 (centres undefined)
57	-2	-2	7	4	9	-1.4	7	-10	-2	COc1ccc(CN(C)CC(=O)Nc2c(C)cccc2C)c(OC)c1
65	-2	4	-9	11	2	-0.2	8	-9	0	O=C(Nc1ccc(-c2n[nH]c(=S)o2)cc1)c1ccccc1
60	-4	-10	-9	3	0	-1.9	1	4	-1	CCOC(=O)c1c(C)n(C)c2cc(Br)c(O)c(O)c12
62	0	3	-6	8	2	0.7	8	5	2	CCC(C(=O)N(C(C)C)C(C)C)c1ccccc1 (centres undefined)
64	-3	5	5	4	0	0.1	9	9	-2	C=CCOc1ccc(/C=N/O)cc1Cl

Source: PubChem BioAssay (several laboratories)
